Compound activity: PubChem BioAssay, National Center for Advancing Translational Sciences (NCATS)
FBPA coupling cs: coupling enzyme interference in Giardia aldolase counter-screen. coupling enzyme system counterscreen, AmpLite Red fluorescence. activity change, negative = inhibition, % at 58.2 µM, hits read low. 290,000 compounds, 0.67% hits; in the data active = activity change below about -30%; also: % is scaled to controls: 0 for no effect and ±100 for the full control effect
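Final compound at 57.5 uM, incubated 10 min at RT with coupling enzyme reagent (glyceraldehyde-3-phosphate), then 20 min with substrate and AmpLite Red detection. Fluorescence read at 525/598 nm; tests interference with the coupling assay, not aldolase inhibition.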
CXXC DNA block: MLL CXXC-DNA interaction inhibition; MLL-CXXC / FITC-HOXA9 DNA fluorescence polarization; Potency, µM (doses to about 115 µM), for the others: at the top dose activity change, negative = inhibition, usual class: inhibitors; 290,000 compounds, 0.037% hits; AID 2662; active = well fitted inhibition curve with a large enough effect in the polarisation, with a control signal flat, not every such curve was filed as active; inconclusive = small, poorly fitted or top-dose-only effect, or effect the other way, or a change in a side signal; inactive = no such curve, though single readings can be large or run the other way; the % refers to the polarisation; also: potency is read from the fitted curve at half-maximal effect
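Purified MLL-CXXC (added from a 7 uM solution) was preincubated 5 min at ambient with pinned compounds in 50 mM Tris-HCl pH 7.5, 50 mM NaCl, 1 mM DTT, 0.05% BSA. Fluorescein-labeled HOX-A9 DNA (50 nM solution) followed, 30 min, then polarization read.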
* = called active by the depositor; ? = inconclusive; / = no result given; & = joins results of further samples. These rows are one share of the data; the hit share may differ from the screen's.

SMILES | FBPA coupling cs | CXXC DNA block
CCN1C[C@@]2(COC)CCC(OC)[C@]34C5C[C@]6(O)[C@@H](OC)C[C@](OC(C)=O)(C([C@H](OC)C23)[C@H]14)C5[C@H]6OC(=O)c1ccc(OC)cc1 (some centres not stated) | -1 | /
C[C@@H]1Cc2c(Cl)cc(C(=O)N[C@@H](Cc3ccccc3)C(=O)O)c(O)c2C(=O)O1 | 2 | /
N[C@@H](CCP(=O)(O)O)C(=O)O | 0 | /
c1cnc(N2CCC3(CCNCC3)CC2)nc1 | 0 | /
c1cc(CN2CCC3(CCNCC3)CC2)ccn1 | 0 | /
CNC(C)C(O)c1ccccc1 (configuration not stated) | -1 | /
CC(=O)O[C@@H]1[C@@H](O)C2OC3C=C(C)C(=O)[C@@H](O)[C@]3(CO)C1(C)C21CO1 (some centres not stated) | 0 | /
CN[C@@H](Cc1c[nH]c2ccccc12)C(=O)O | -1 | /
C[S@@](=O)CCCCN=C=S | -1 | /
NC(=O)O | 1 | /
CN(C)c1ccc(/C=C2\CCCN=C2c2cccnc2)cc1 | -2 | /
COc1cc(OC2CCN(C(C)=O)CC2)ccc1C(=O)N1CCC(N2C(=O)OCc3ccccc32)CC1 | 3 | /
C[C@@H](C(=O)OC1C[C@H]2CC[C@@H](C1)N2C)c1ccc(Br)cc1 (some centres not stated) | 3 | /
c1cc(N2CCCC3(CCNCC3)C2)ccn1 | 2 | /
CC(C)C[C@H](NC(=O)[C@H](Cc1ccccc1)NC(=O)CNC(=O)[C@@H](COC(C)(C)C)NC(=O)[C@@H](N)Cc1ccc(O)cc1)C(=O)N[C@H](C(=O)O)[C@@H](C)OC(C)(C)C | -3 | /
C#CCN1C(C)=C(C(=O)CCO)[C@@H](c2cccc(-n3oo3)c2)C(C(=O)OC)=C1C | -1 | /
CC1CC(C)C(=O)[C@H](C(O)CC2CC(=O)NC(=O)C2)C1 (some centres not stated) | 4 | /
O=[N+]([O-])O[C@H]1CO[C@H]2[C@H]1OC[C@@H]2O[N+](=O)[O-] | 2 | /
NC(CO)Cc1ccccc1 (configuration not stated) | 0 | /
OCC(O)Cc1ccc2c(c1)OCO2 (configuration not stated) | 0 | /
C=C(C)[C@H]1[C@H]2OC(=O)[C@@H]1[C@]1(O)C[C@H]3O[C@]34C(=O)O[C@H]2[C@@]14C | -1 | /
CC/C=C\C/C=C\C/C=C\C/C=C\C/C=C\CCCC(=O)NCCCC(=O)O | 3 | /
O=C1NCN(c2ccccc2)C12CCN(C[C@H]1COc3ccccc3O1)CC2 | 3 | /
OC[C@@H]1CCCN2CCCC[C@@H]12 | 3 | /
CCC(C)C(=O)OC1C(O)C2C(CN3CC(C)CCC3[C@]2(C)O)C2C[C@]34O[C@@]5(O)C(OC(=O)C(C)(O)C(C)O)CCC3(C)C5C(OC(C)=O)C(OC(C)=O)C4[C@@]21O (some centres not stated) | 2 | /
CN1CCCC2(CCN(C(=O)c3ccco3)CC2)C1 | 1 | /
CC(C)C1C(=O)O[C@@H]2CCN3CC=C(COC(=O)[C@](C)(O)[C@]1(C)O)[C@H]23 (some centres not stated) | 1 | /
CCC(C)C(=O)O[C@@H]1C[C@@]2(C)C(c3ccoc3)OC(=O)CC23OC2(C)O[C@@]14[C@@]1(C)C(CC(=O)OC)C5(C)CC1(O)C(O)(C5OC(=O)C1(C)OC1C)C(OC(C)=O)[C@@]34O2 (some centres not stated) | -1 | /
CC[C@H](C)C(=O)O[C@@H]1[C@H](O)[C@@H]2[C@H](CN3C[C@@H](C)CC[C@@H]3[C@@]2(C)O)[C@@H]2C[C@@]34O[C@@]5(O)[C@@H](OC(=O)[C@](C)(O)CC)CC[C@@]3(C)[C@H]5[C@H](OC(C)=O)[C@@H](OC(C)=O)[C@H]4[C@]12O | -14 | /
C=CC[C@]1(O)CC[C@H]2[C@@H]3CCC4=CC(=O)CCC4=C3C=C[C@@]21C | -5 | /
O=CN1CCCCC1C1CC[C@H]2CCCCN2C1 (some centres not stated) | 1 | /
CC#C[C@]1(O)CC[C@H]2C3C=C(C)C4=CC(=O)C=C[C@]4(C)[C@H]3[C@@H](O)C[C@@]21C (some centres not stated) | -8 | /
CCC1CN2CCC1CC2C(Oc1cc2ccccc2c2ccccc12)c1ccnc2ccc(O)cc12 (configuration not stated) | -29 | /
N#C/C(=C\c1cccc(O)c1)C(=O)O | 10 | /
CC(C)(O)[C@H]1O[C@@H]2CC[C@]3(C)[C@@]4(C)c5[nH]c6ccccc6c5C[C@@H]4CC[C@]3(O)C2=CC1=O | -3 | /
O=C(c1ccncc1)N1CCC[C@@]2(CCN(Cc3nccs3)C2)C1 | 0 | /
CCC1(CC)CCNC1=O | 2 | /
CC(C)[C@H](NC(=O)[C@H](CC(=O)O)NC(=O)[C@H](Cc1ccccc1)NC(=O)[C@@H](C)NC(=O)[C@@H](N)Cc1ccc(O)cc1)C(=O)N[C@H](C(=O)NCC(N)=O)C(C)C | -3 | /
CC(C)[C@@]1(NC(=O)[C@@H]2C[C@H]3c4cccc5[nH]cc(c45)C[C@@H]3N(C)C2)O[C@]2(O)[C@H]3CCCN3C(=O)CN2C1=O | 0 | /
CCC(C)(C)O | -1 | /
COC(=O)[C@@H]1[C@@H](O)[C@@]2(O)c3c(OC)cc(OC)cc3O[C@@]2(c2ccc(OC)cc2)[C@H]1c1ccccc1 | 1 | /
CCCCSP(=O)(SCCCC)SCCCC | 3 | /
NC1(c2ccccc2Cl)CCCCC1=O (configuration not stated) | 2 | /
O=C1CC2OCC=C3CN4CC[C@]56c7ccccc7N1[C@H]5[C@H]2C3C[C@H]46 (some centres not stated) | 5&7 | /
COC(=O)c1cc(Oc2ccc(Cl)cc2Cl)ccc1[N+](=O)[O-] | -2 | /
CN1[C@@H]2CC[C@H]1CC(OC(=O)N1Cc3ccccc3NC1=O)C2 (some centres not stated) | -1 | /
COC1=CC(=O)O[C@H](/C=C/c2ccc3c(c2)OCO3)C1 | 5 | /
NC[C@H](O)c1ccc(O)cc1 | 4 | /

By substructure: the compounds so far containing four or more nitrogen atoms (five)
SMILES | FBPA coupling cs | CXXC DNA block
c1cnc(N2CCC3(CCNCC3)CC2)nc1 | 0 | /
CC(C)C[C@H](NC(=O)[C@H](Cc1ccccc1)NC(=O)CNC(=O)[C@@H](COC(C)(C)C)NC(=O)[C@@H](N)Cc1ccc(O)cc1)C(=O)N[C@H](C(=O)O)[C@@H](C)OC(C)(C)C | -3 | /
O=C(c1ccncc1)N1CCC[C@@]2(CCN(Cc3nccs3)C2)C1 | 0 | /
CC(C)[C@H](NC(=O)[C@H](CC(=O)O)NC(=O)[C@H](Cc1ccccc1)NC(=O)[C@@H](C)NC(=O)[C@@H](N)Cc1ccc(O)cc1)C(=O)N[C@H](C(=O)NCC(N)=O)C(C)C | -3 | /
CC(C)[C@@]1(NC(=O)[C@@H]2C[C@H]3c4cccc5[nH]cc(c45)C[C@@H]3N(C)C2)O[C@]2(O)[C@H]3CCCN3C(=O)CN2C1=O | 0 | /

(further entries)
SMILES | FBPA coupling cs | CXXC DNA block
O=C(O)C1CN(CP(=O)(O)O)CCN1 (configuration not stated) | 3 | /
CCCCCCC(C)(C)c1cc(OC)c2c(c1)OC(C)(C)[C@@H]1CC=C(C)C[C@@H]21 | 3 | /
O=C(Nc1ccccc1)N1CC[C@@]2(CCCN(C(=O)Oc3ccccc3)C2)C1 | 0 | /
COc1ccc(C[C@@H]2NC[C@H](O)[C@@H]2OC(C)=O)cc1 | 0 | /
COc1c2c(c(CC=C(C)C)c3oc(=O)c(-c4ccc(O)cc4)c(O)c13)OC(C)(C)C=C2 | 7 | /
Oc1ccc2c(c1)[C@@]13CCCCC1[C@@H](C2)N(CC1CCC1)CC3 (some centres not stated) | -1 | /
Cc1noc(C)c1C(=O)N1CCC2(CCCN(CC(C)C)C2)CC1 | 8 | /
O=C(Oc1ccccc1)N1CCC[C@@]2(CCN(Cc3cc(C(F)(F)F)cc(C(F)(F)F)c3)C2)C1 | -1 | /
CCC(N)C(O)c1ccc(O)c(O)c1 (configuration not stated) | -6 | /
CC(=O)OC1CC[C@]2(C)C(CCC3C2CC[C@]2(C)C(C4=CC(=O)OC4)C(OC(C)=O)CC32O)C1 (some centres not stated) | 0 | /
CCC12CCCN3CCC4(c5ccc(OC)c(O)c5N(C(C)=O)C4CC1)C32 (configuration not stated) | 1 | /
O=c1[nH]c2sccc2c2ccccc12 | -5 | /
Cc1ncc(CN2CC=C(c3ccccc3)CC2)c(N)n1 | -5 | /
N#Cc1cccc(NC(=O)N2CC[C@@]3(CCCN(C(=O)Oc4ccccc4)C3)C2)c1 | 0 | /
CN1C2CC3CC1C(O3)C2O (configuration not stated) | -1 | /
C[C@@]12CC(c3ccoc3)OC(=O)C1CC[C@@]1(C)C2C2C=C[C@@]1(O)C(=O)O2 (some centres not stated) | 2 | /
O=C1CCCC2[C@@H]3CCCN4CCC[C@@H](CN12)C34 (some centres not stated) | 1 | /
c1ccc(CCCCN2CCC(c3ccccc3)CC2)cc1 | 0 | /
Cc1c(F)c(F)c(COC(=O)C2C(/C=C(\Cl)C(F)(F)F)C2(C)C)c(F)c1F (configuration not stated) | 1 | /
CNC1C2CN3CCC(O2)C13 (configuration not stated) | 2 | /
C=CCSSCC=C | 3 | /
COc1cc(OC)c2c(c1)OC(c1ccc(OC)c(OC)c1)C(O)C2 (configuration not stated) | -1 | /
Oc1ccc2c3c1O[C@H]1c4[nH]c5ccccc5c4C[C@]4(O)[C@H](C2)N(CC2CC2)CC[C@@]314 | -1 | /
CCN1C[C@]2(C)CC[C@H](OC)[C@@]34[C@@H]2[C@H](OC(C)=O)[C@]2(OCO[C@@]25C[C@@H](OC)[C@@H]2C[C@@]3(O)[C@H]5[C@@H]2OC)[C@H]14 | 0 | /
COC1C(O)C(C)O[C@H](OC2CC[C@@]3(C=O)C4CC[C@]5(C)C(C6=CC(=O)OC6)CC[C@@]5(O)C4CC[C@@H]3C2)C1O (some centres not stated) | 10 | /
C[C@]12[C@H](O)CC3C(CC[C@@H]4C[C@@H](O)CC[C@]34C)[C@@]1(O)CC[C@@H]2C1=CC(=O)OC1 (some centres not stated) | 4 | /
CCCN[C@@H]1CCc2c(OC)cccc2[C@@H]1C | 4 | /
CON(C)C(=O)Nc1ccc(Br)cc1 | 3 | /
NCCCNCCCCNCCCNC(=O)Cc1ccc(O)cc1 | 3 | /
CC1(C)C(C(Cl)Cl)C2(Cl)C(Cl)C(Cl)C1(Cl)C2(Cl)Cl (configuration not stated) | -3 | /
CC(=O)CC1CCCCN1 (configuration not stated) | -5 | /
C[N+]1(C)CCO[C@](O)(c2ccc(-c3ccc([C@]4(O)C[N+](C)(C)CCO4)cc3)cc2)C1 | 0 | /
CCCCC/C=C\C/C=C\C/C=C\C/C=C\CCCCCC(=O)NCCO | -5&0&1 | /
C[C@H]1[C@@H](O)[C@@H](C)/C=C\C=CCC\C=C/C=C\C=C/C=C[C@@H](O[C@H]2O[C@@H](C)[C@@H](O)[C@@H](N)[C@@H]2O)C[C@@H]2O[C@@](O)(C[C@@H](O)[C@H]2C(=O)O)C[C@@H](O)[C@@H](O)CC[C@@H](O)C[C@@H](O)C[C@@H](O)CC(=O)O[C@H]1C | 1 | /
Clc1cncc(N2CCNCC2)n1 | 1 | /
COc1cc(C2c3cc4c(cc3C(O)C3COC(=O)C23)OCO4)cc(OC)c1O (configuration not stated) | 0 | /
CC1OC(O[C@@H]2C(O)CC(O[C@@H]3C(O)C[C@@H](OC4CC[C@]5(C)[C@H](CC[C@H]6[C@@H]5CC[C@]5(C)C(C7=CC(=O)OC7)C(O)C[C@@]65O)C4)OC3C)OC2C)CC(O)C1O (some centres not stated) | 1 | /
c1ccc(N2CC3(CCNCC3)C2)cc1 | -3 | /
CCNC(=O)[C@H]1O[C@@H](n2cnc3c(N)ncnc32)[C@H](O)[C@H]1O | / | 3%
CCCCN1C2CCC1CC(OC(c1ccc(F)cc1)c1ccc(F)cc1)C2 (configuration not stated) | / | 14%
CCc1c(C(=O)OC)ncc2[nH]c3cc(OC)c(OC)cc3c12 | / | 11%
CC(O)C(C)OC(=O)[C@@H]1C[C@@H]2c3cccc4c3c(cn4C(C)C)C[C@H]2N(C)C1 (some centres not stated) | / | ?
CC1NCCOC1c1ccccc1 (configuration not stated) | / | -1%
CCCC(C)(COC(N)=O)COC(=O)NC1CC1 (configuration not stated) | / | -1%
Oc1ccccc1-c1ccccc1 | / | -2%
C/C(=C\c1csc(C)n1)[C@@H]1C[C@@H]2O[C@]2(C)CCC[C@H](C)[C@H](O)[C@@H](C)C(=O)C(C)(C)[C@@H](O)CC(=O)O1 | / | -6%
Cc1cc2nc3c(=O)[nH]c(=O)nc-3n(C[C@H](O)[C@H](O)[C@H](O)COP(=O)(O)OP(=O)(O)OC[C@H]3O[C@@H](n4cnc5c(N)ncnc54)[C@H](O)[C@@H]3O)c2cc1C | / | ?
COC([CH2][Hg])CNC(=O)c1ccccc1OCC(=O)O (configuration not stated) | / | 0%
FC(F)OC(F)(F)C(F)Cl (configuration not stated) | / | -9%
CO[C@@H](COC(N)=O)C1=C(N2CC2)C(=O)C(C)=C(N2CC2)C1=O | / | -4%
c1csc(C2(N3CCCCC3)CCCCC2)c1 | / | -1%
COC(=O)C(N)CCCN=C(N)N[N+](=O)[O-] (configuration not stated) | / | -7%

Random excerpt: 3 entries already listed
SMILES | FBPA coupling cs | CXXC DNA block
c1csc(C2(N3CCCCC3)CCCCC2)c1 | / | -1%
FC(F)OC(F)(F)C(F)Cl (configuration not stated) | / | -9%
COC(=O)C(N)CCCN=C(N)N[N+](=O)[O-] (configuration not stated) | / | -7%
